Compound activity as filed in PubChem BioAssay.
Cav32 inh: Cav3.2 calcium influx blockers – cell-based, Fluo-4 calcium fluorescence, FDSS, MLSMR library, primary screen; B-score at 10 µM; Cav3.2-expressing cells; active compounds read low; Voltage-dependent T-type calcium channel subunit alpha-1H (Homo sapiens), O95180; AID 449739, 2010; 100,000 tested, 4% active;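 active means single-dose well whose peak fluorescence ratio is a statistical outlier from its plate by either plate-standardised score or position-corrected B-score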
* hit, by the source's call.

Cc1ccc2c(c1)CC1(CN2C)C(=O)NC(=O)N(c2ccc(C)c(C)c2)C1=O (stereo not given)
  Cav32 inh: -3.49
CN1C(=O)C(C2c3ccccc3C(=O)N2Cc2ccccc2)C(=O)N(C)C1=O (stereo not given)
  Cav32 inh: 0.0475
O=C(c1ccco1)C12CN3CN(CN(C3)C1)C2
  Cav32 inh: 0.591
O=C(CN1C(=O)CN=C(c2ccccc2)c2ccccc21)NCc1ccco1
  Cav32 inh: 0.3
C[C@]12CCC(=O)C(O)=C1CC[C@@H]1[C@@H]2CC[C@]2(C)C(=O)CC[C@@H]12
  Cav32 inh: 0.405
O=C(Nc1cccc2ccccc12)c1nn(C23CC4CC(CC(C4)C2)C3)cc1Br
  Cav32 inh: -1.37
CCCCn1c(O)c(C(C)=NCCCN(CC)CC)c(=O)[nH]c1=O
  Cav32 inh: -0.00956
Cc1ccc(-c2cc(C(F)F)n3ncc(C(=O)N4CCC5(CC4)OCCO5)c3n2)cc1
  Cav32 inh: 0.174
Cc1cccc(N2C(=O)NC(=O)/C(=C\c3cccn3-c3ccc(Cl)cc3)C2=O)c1
  Cav32 inh: -1.14
FC(F)(F)c1ccccc1CN1CCN(Cc2ccccc2)CC1
  Cav32 inh: -0.831
CCN1C[C@@]2(COC)C3[C@@H](OC)[C@H]4[C@@H]1[C@@]3(C1C[C@H]3[C@H](OC(=O)c5ccccc5)C1[C@]4(OC(C)=O)C[C@H]3OC)[C@@H](OC)C[C@H]2O (stereo not given in full)
  Cav32 inh: 0.66
O=C(Nc1ccc(Cl)cc1)O/N=C(\c1ccccc1)c1ccccn1
  Cav32 inh: -0.548
Cn1c(O)c(C(=O)c2ccccc2Cl)c(=O)n(C)c1=O
  Cav32 inh: -0.559
O=P(C(=Nc1ccc(Cl)cc1)N1CCOCC1)(N1CCOCC1)N1CCOCC1
  Cav32 inh: 1.07
O=c1[nH]c(CN2CC=C(c3ccccc3)CC2)nc2cc(C(F)(F)F)ccc12
  Cav32 inh: -0.75
O=C(CNC(=O)c1ccccc1)Nc1ccc(Br)cc1C(=O)c1ccccc1
  Cav32 inh: -6.95*
COC(=O)C1=C(c2cccc(OC)c2OC)C[C@@H]2CC[C@H]1N2C(=O)N1CCCCC1
  Cav32 inh: 0.648
CCOC(=O)C1(c2ccccc2)CCN(CCC(C#N)(c2ccccc2)c2ccccc2)CC1
  Cav32 inh: -7.55*
C=CP(=O)(O)c1ccccc1
  Cav32 inh: 0.373
CCN1CCN(c2ncnc3ccc(Br)cc23)CC1
  Cav32 inh: 1.03
O=c1c(C=NCc2cccs2)c(O)n(C2CCCCC2)c(=O)n1C1CCCCC1
  Cav32 inh: -4.36*
C=CCn1c(O)c(C(C)=Nc2ccc(NC(C)=O)cc2)c(=O)[nH]c1=O
  Cav32 inh: 0.245
O=C(Cc1ccccc1)OCCN1CCCCC1
  Cav32 inh: 0.297
COc1cc2c(cc1OC)-c1c(OC)c(OC)cc3c1C(C2)N(C)CC3 (stereo not given)
  Cav32 inh: 0.414
CC(=NCCO)c1c(O)n(C2CCCCC2)c(=O)[nH]c1=O
  Cav32 inh: 0.322

7 entries drawn at random from those above:
O=C(c1ccco1)C12CN3CN(CN(C3)C1)C2
  Cav32 inh: 0.591
COC(=O)C1=C(c2cccc(OC)c2OC)C[C@@H]2CC[C@H]1N2C(=O)N1CCCCC1
  Cav32 inh: 0.648
Cc1ccc2c(c1)CC1(CN2C)C(=O)NC(=O)N(c2ccc(C)c(C)c2)C1=O (stereo not given)
  Cav32 inh: -3.49
CCN1C[C@@]2(COC)C3[C@@H](OC)[C@H]4[C@@H]1[C@@]3(C1C[C@H]3[C@H](OC(=O)c5ccccc5)C1[C@]4(OC(C)=O)C[C@H]3OC)[C@@H](OC)C[C@H]2O (stereo not given in full)
  Cav32 inh: 0.66
Cc1ccc(-c2cc(C(F)F)n3ncc(C(=O)N4CCC5(CC4)OCCO5)c3n2)cc1
  Cav32 inh: 0.174
CN1C(=O)C(C2c3ccccc3C(=O)N2Cc2ccccc2)C(=O)N(C)C1=O (stereo not given)
  Cav32 inh: 0.0475
C=CCn1c(O)c(C(C)=Nc2ccc(NC(C)=O)cc2)c(=O)[nH]c1=O
  Cav32 inh: 0.245

Looked up above.
O=C(Nc1ccc(Cl)cc1)O/N=C(\c1ccccc1)c1ccccn1 @ Cav32 inh = -0.548
O=c1[nH]c(CN2CC=C(c3ccccc3)CC2)nc2cc(C(F)(F)F)ccc12 @ Cav32 inh = -0.75
C=CCn1c(O)c(C(C)=Nc2ccc(NC(C)=O)cc2)c(=O)[nH]c1=O @ Cav32 inh = 0.245
Cn1c(O)c(C(=O)c2ccccc2Cl)c(=O)n(C)c1=O @ Cav32 inh = -0.559
O=C(Cc1ccccc1)OCCN1CCCCC1 @ Cav32 inh = 0.297
Cc1cccc(N2C(=O)NC(=O)/C(=C\c3cccn3-c3ccc(Cl)cc3)C2=O)c1 @ Cav32 inh = -1.14

Later entries:
CC1(C)N(O)C2CCCCC2N1O (stereo not given)
  Cav32 inh: -0.0986
CCN(CC)CCOC(=O)c1ccc(N=Cc2c(O)[nH]c(=O)[nH]c2=O)cc1
  Cav32 inh: -0.0298
CCCN(CCC)[C@@H]1CCc2cccc(O)c2C1
  Cav32 inh: 0.27
C=C[C@@H]1C[C@@]1(C)[C@@H](NP(=O)(c1ccccc1)c1ccccc1)c1ccccc1
  Cav32 inh: -1.47
CCCOc1ccccc1C1SCC(=O)Nc2c1c(=O)[nH]n2C(C)CCC (stereo not given)
  Cav32 inh: -0.209
COc1cc(C[C@@H](C)N)c(OC)cc1I
  Cav32 inh: -0.0567
COC(=O)C1=C(c2ccccc2)C[C@@H]2CC[C@H]1N2C(=O)NCc1cccc2ccccc12
  Cav32 inh: -1.61
C/C(=N/OC(=O)N(C)C)c1ncc(C(F)(F)F)cc1N1CCOCC1
  Cav32 inh: 1.27
C=CCn1c(O)c(C(C)=NCCCO)c(=O)[nH]c1=O
  Cav32 inh: -0.34
Cc1ccc(C(c2nnnn2Cc2ccccc2)N2CC=C(c3ccc(F)cc3)CC2)cc1 (stereo not given)
  Cav32 inh: -3.16*
C=CCn1c(O)c(C(C)=NCCCN2CCOCC2)c(=O)[nH]c1=O
  Cav32 inh: 1.02
O=C(CCC(=O)N1CCC2(CC1)OCCO2)Nc1nnc(C(F)(F)F)s1
  Cav32 inh: 0.746
CC1(C)C(C(=O)NCc2ccco2)C1(C)C
  Cav32 inh: 0.0162
O=P(C(c1ccc2c(c1)OCO2)N1CCOCC1)(N1CCOCC1)N1CCOCC1 (stereo not given)
  Cav32 inh: 0.561
CC1(C)C2([N+](=O)[O-])CNCC1([N+](=O)[O-])CNC2
  Cav32 inh: -0.0691
CCOC(=O)C1CCN(C(C)C(=O)c2c(C)[nH]c3cc(C)ccc23)CC1 (stereo not given)
  Cav32 inh: 0.812
Clc1ccc2c(c1)C(c1ccccc1Cl)=NCc1nncn1-2
  Cav32 inh: -0.104
CC(C)NC(=O)Cn1cc(C(=O)c2ccccc2F)c2ccccc21
  Cav32 inh: -3.59
COc1ccccc1N1CCN(Cc2cccc(OC)c2O)CC1
  Cav32 inh: 0.506
COc1cc2c(cc1OC)-c1c3c(cc4c1[C@@H](C2)N(C)CC4)OCO3
  Cav32 inh: -0.00449
CC(=NCCO)c1c(O)n(C)c(=O)n(C)c1=O
  Cav32 inh: -1.8
N=c1sc2c(n1Cc1ccccc1)CCCC2
  Cav32 inh: 1.66
CC(=O)N1N=C2C3CCN(CC3)C2C1c1cccc2ccccc12 (stereo not given)
  Cav32 inh: 0.181
CCCCCCN=C(C)c1c(O)n(Cc2ccccc2)c(=O)[nH]c1=O
  Cav32 inh: -1.15
Cc1cc(OCc2nn[nH]n2)c2c3c(c(=O)oc2c1)CCCC3
  Cav32 inh: 0.00738

C[C@]12CCC(=O)C=C1CC[C@@H]1[C@@H]2CC[C@]2(C)C(=O)CC[C@@H]12
  Cav32 inh: -0.327
NC(=O)C1(N2CCCCC2)CCN(Cc2ccccc2)CC1
  Cav32 inh: 0.295
COC(=O)C1=C(N)Oc2c(c(=O)oc3ccccc23)C1c1cccnc1 (stereo not given)
  Cav32 inh: 1.43
O=C(COc1ccccc1)N1CCN(C2CCCC2)CC1
  Cav32 inh: 0.253
O=C(c1ccccc1)c1cn(CC(=O)N2CCCC2)c2ccccc12
  Cav32 inh: -0.0174
CN1CCN(Cc2nc3ccccc3c(=O)[nH]2)CC1
  Cav32 inh: -0.327
CCC(=NCCCN(CC)CC)c1c(O)n(C2CCCCC2)c(=O)[nH]c1=O
  Cav32 inh: 0.189
CCCCCCN=C(C)c1c(O)n(CCCC)c(=O)[nH]c1=O
  Cav32 inh: -1.17
Cc1ccc(N2C(=O)NC(=O)/C(=C/c3ccc(OC(=O)c4cccs4)cc3)C2=O)cc1
  Cav32 inh: -0.045
Cc1cc(C)n(CCOC(=O)C2C(C=C(Cl)Cl)C2(C)C)n1 (stereo not given)
  Cav32 inh: -6.62*
CCC(=Nc1ccc(OC)cc1OC)c1c(O)[nH]c(=O)[nH]c1=O
  Cav32 inh: -0.835
CCCCP(=O)(O)CCC(=O)O
  Cav32 inh: -0.23
O=c1cccc2n1CC1CC2CN(Cc2c(F)cccc2Cl)C1 (stereo not given)
  Cav32 inh: 0.147
Cc1ccc(CN2CCN(CC(=O)N3CCC4(CC3)OCCO4)C2=O)cc1
  Cav32 inh: 0.164
COP(=S)(OC)SCN1C(=O)c2ccccc2C1=O
  Cav32 inh: 0.0366
CC1(C)Cc2c(sc3c2C(=O)NC(c2cccnc2)N3)CO1 (stereo not given)
  Cav32 inh: 0.0379
COP(=O)(OC)C(NC(=O)C(C)(C)C)=C(Cl)Cl
  Cav32 inh: -0.345
COc1ccc(OCC(=O)N2CCN(CC3CC4C=CC3C4)CC2)cc1 (stereo not given)
  Cav32 inh: -0.0639
CC(N)Cc1c[nH]c2ccc(OCc3cccs3)cc12 (stereo not given)
  Cav32 inh: -0.545
C=CCn1c(O)c(C(C)=NCc2cccnc2)c(=O)[nH]c1=O
  Cav32 inh: 0.693
CCC(=Nc1cc(OC)ccc1OC)c1c(O)[nH]c(=O)[nH]c1=O
  Cav32 inh: -0.357
CC(=NCC1CCCO1)c1c(O)n(-c2ccc(C)cc2)c(=O)[nH]c1=O (stereo not given)
  Cav32 inh: 0.553
CCN(CC)CCOC(=O)c1cc2cc(COC)ccc2o1
  Cav32 inh: -0.444
CCCCNC(=O)c1c(N)n(CCCOC)c2nc3ccccc3nc12
  Cav32 inh: -4.92
CNCCc1ccccc1
  Cav32 inh: -0.0707

Part of the list above, bar-delimited.
molecule | Cav32 inh
Cc1cc(C)n(CCOC(=O)C2C(C=C(Cl)Cl)C2(C)C)n1 (stereo not given) | -6.62*
O=c1cccc2n1CC1CC2CN(Cc2c(F)cccc2Cl)C1 (stereo not given) | 0.147
COP(=O)(OC)C(NC(=O)C(C)(C)C)=C(Cl)Cl | -0.345
O=C(COc1ccccc1)N1CCN(C2CCCC2)CC1 | 0.253

The results go on:
CCOC(=O)c1ccc(N2C(=O)CC(N3CCC(C#N)(c4ccccc4)CC3)C2=O)cc1 (stereo not given)
  Cav32 inh: 0.322
CN(C)P(=O)(C(Cl)=C(N1CCCCC1)N1CCCCC1)N(C)C
  Cav32 inh: -0.54
O=C(CCN1CCOCC1)NCC(=O)Nc1ccc(Br)cc1C(=O)c1ccccc1
  Cav32 inh: 0.812
COc1cc(/C=N/n2cnnc2)ccc1OC(=O)N(C)C
  Cav32 inh: 0.91
Cc1ccc(Cl)cc1-n1c(O)c(C=NCCCN2CCOCC2)c(=O)[nH]c1=O
  Cav32 inh: 1.42
Nc1ccc(S(=O)(=O)N2CC3CC(C2)c2cccc(=O)n2C3)cc1 (stereo not given)
  Cav32 inh: 1.71
Cc1ccc(-c2nc(CS(=O)CC(=O)N3CCC4(CC3)OCCO4)c(C)o2)cc1 (stereo not given)
  Cav32 inh: 0.927
O=c1[nH]c2ccccc2c(=O)n1-c1cccc(Cl)c1
  Cav32 inh: 0.143
O=c1[nH]c(=O)n(Cc2ccc(F)cc2)c(O)c1C=NCC1CCCO1 (stereo not given)
  Cav32 inh: 1.38
CCCCCn1c(=O)c(C(=O)NCc2ccccn2)c(O)c2ccccc21
  Cav32 inh: -1.65
O=C(Cc1ccccc1)N1CCN(CC2CC3C=CC2C3)CC1 (stereo not given)
  Cav32 inh: 0.426
FC(F)(F)c1cccc(N2CCNCC2)c1
  Cav32 inh: -1.24
CCOC(=O)C(C)Oc1cc(C)cc2oc(=O)c3c(c12)CCCC3 (stereo not given)
  Cav32 inh: -2.39
Cc1ccc(C2=NCC(=O)N(CC(=O)N3CCCCC3)c3sc(C)c(C)c32)cc1
  Cav32 inh: -1.73
CN1/C(=C\C=C\C2=[N+](C)c3ccc4ccccc4c3C2(C)C)C(C)(C)c2ccccc21
  Cav32 inh: -5.91*
CCCCCCC(N)CC(=O)O (stereo not given)
  Cav32 inh: 0.372
c1ccc2c(c1)CNc1ccccc1O2
  Cav32 inh: -0.544
CCC12CN3CC(CC)(CN(C1)C3c1cccnc1)C2=O (stereo not given)
  Cav32 inh: 0.14
C=C(C)CSc1nnc([C@@H](N)Cc2c[nH]c3ccccc23)o1
  Cav32 inh: -0.00584
CCOc1cc(/C=C2/C(=O)NC(=O)N(c3ccc(CC)cc3)C2=O)ccc1OC(=O)c1cccs1
  Cav32 inh: 1.51
Cn1c(O)c(C=NCCOc2ccc(Cl)cc2)c(=O)n(C)c1=O
  Cav32 inh: 0.34
Cc1cccc(-n2c(-c3ccco3)nc3ccccc3c2=O)n1
  Cav32 inh: -0.768
CCCCOCCCn1c(N)c(C(=O)OC(C)COC)c2nc3ccccc3nc21 (stereo not given)
  Cav32 inh: -0.726
COC1CC(OC2CCC3(C)C(CCC4C3CCC3(C)C(C5=CC(=O)OC5)C(OC(C)=O)CC43O)C2)OC(C)C1OC1OC(COC2OC(CO)C(O)C(O)C2O)C(O)C(O)C1O (stereo not given)
  Cav32 inh: -2.45
CN(C)CP(=O)(O)CN(C)C=O
  Cav32 inh: 0.783

CC(C)C12CN3CCN(CC(C3)/C1=N\O)C2
  Cav32 inh: 1.87
S=C(c1ccc(Cl)cc1)N1CCOCC1
  Cav32 inh: 0.47
CCOC(=O)c1[nH]c(C)c(C(=O)N2CCC3(CC2)OCCO3)c1C
  Cav32 inh: 2
C#CCOCOCC#CCN(CC)CC
  Cav32 inh: -0.139
CCC(=Nc1ccc2c(c1)CCC2)c1c(O)n(C2CCCCC2)c(=O)[nH]c1=O
  Cav32 inh: -0.579
COc1ccc(C(=O)N2CCCC2=O)cc1
  Cav32 inh: 0.71

This is a subset; the hit share may differ from the screen's.
